ATG4B inhibitor – ATG4B protease inhibitors, primary screen, biochemical, fluorescence, uHTS | Cysteine protease ATG4B (Homo sapiens), Q9Y4P1 | ATG4B cleavage of LC3-PLA2, NBD-HPC fluorescence, 1 h | inhibition, % at 8.33 µM | 340,000 tested, 0.51% active; in the data active = inhibition above about 40%
tim10-1 inh – growth inhibitors of tim10-1 mutant yeast, primary screen, luminescence, uHTS; AID 463190, 2010; 330,000 tested, 2.2% active; S. cerevisiae tim10-1 ts strain growth, BacTiter-Glo, 24 h; inhibition, % at 20 µM;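 active = inhibition of at least 40%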;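 note: mutant grown at 25 °C; 0% = DMSO wells with yeast and 100% = wells holding no yeast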
mIAP inh – inhibitors of mouse IAP, primary screen, biochemical, luminescence, uHTS; inhibition, % at 10 µM; purified mouse IAP, CDP-Star luminescence, 30 min; intestinal alkaline phosphatase [Mus musculus]; AID 2806, 2010; 330,000 tested, 0.2% active;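 active = inhibition of at least 40% at 10 µM in the primary screen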;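 note: plate controls were DMSO with enzyme for no effect and no enzyme wells for full effect; values of inactives mirror those of a sister screen read the other way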
hIAP act – human IAP activators, primary screen, biochemical, luminescence, uHTS; Intestinal-type alkaline phosphatase (Homo sapiens), P09923; purified human IAP, CDP-Star luminescence, 30 min; stronger effect = higher value; 1 = vehicle-only enzyme, 0 = enzyme-free background; activation factor at 10 µM; 330,000 tested, 0.16% active; AID 2524, 2010;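 active = activation factor of the enzyme at least 2-fold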; note: the source names both 10 and 20 µM as test concentration; values of inactives mirror those of a sister screen read the other way
mIAP activ – activators of mouse IAP, primary screen, biochemical, luminescence, uHTS; muIAP, CDP-Star luminescence, 30 min; stronger effect = higher value; 1 = vehicle-only enzyme signal, 0 = enzyme-free wells; activation factor at 10 µM; 330,000 tested, 0.24% active; AID 2805, 2010;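 active = activation factor of at least 2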; note: the source names both 10 and 20 µM as test concentration; values of inactives mirror those of a sister screen read the other way
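Assay system: mouse IAP enzyme / Compound: DMSO-dissolved test compounds / Timing: 30 min, room temperature / Measured by: luminescence from enzymatic CDP-Star hydrolysis / Control set: DMSO-only wells, enzyme-free buffer wells as negative control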
NALP3 yeast inh – NALP3 inflammasome inhibitors in reconstituted yeast, primary screen, luminescence, uHTS; Yeast reconstituted NLRP3/ASC/caspase-1, beta-gal luminescence, 24 h; inhibition, % at 10 µM; 330,000 tested, 0.39% active; AID 2825, 2010;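 active = inhibition of 50% or more; inactive = inhibition below 50%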;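 note: plate controls were induced DMSO wells for no effect and uninduced yeast grown without galactose for full effect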
Apaf1 inhib – inhibitors of human Apaf-1 apoptosome, primary screen, biochemical, DEVD-Rh110 fluorescence, uHTS; Apoptotic protease-activating factor 1 (Homo sapiens), O14727; reconstituted apoptosome caspase-3 activity; inhibition, % at 20 µM; 330,000 tested, 0.71% active; AID 489030, 2010; active = inhibition of at least 40% at 20 µM;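 note: plate controls were DMSO wells for no effect and DEVD-CHO caspase inhibitor wells for full effect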
Target sequence (O14727 whole entry, looked up): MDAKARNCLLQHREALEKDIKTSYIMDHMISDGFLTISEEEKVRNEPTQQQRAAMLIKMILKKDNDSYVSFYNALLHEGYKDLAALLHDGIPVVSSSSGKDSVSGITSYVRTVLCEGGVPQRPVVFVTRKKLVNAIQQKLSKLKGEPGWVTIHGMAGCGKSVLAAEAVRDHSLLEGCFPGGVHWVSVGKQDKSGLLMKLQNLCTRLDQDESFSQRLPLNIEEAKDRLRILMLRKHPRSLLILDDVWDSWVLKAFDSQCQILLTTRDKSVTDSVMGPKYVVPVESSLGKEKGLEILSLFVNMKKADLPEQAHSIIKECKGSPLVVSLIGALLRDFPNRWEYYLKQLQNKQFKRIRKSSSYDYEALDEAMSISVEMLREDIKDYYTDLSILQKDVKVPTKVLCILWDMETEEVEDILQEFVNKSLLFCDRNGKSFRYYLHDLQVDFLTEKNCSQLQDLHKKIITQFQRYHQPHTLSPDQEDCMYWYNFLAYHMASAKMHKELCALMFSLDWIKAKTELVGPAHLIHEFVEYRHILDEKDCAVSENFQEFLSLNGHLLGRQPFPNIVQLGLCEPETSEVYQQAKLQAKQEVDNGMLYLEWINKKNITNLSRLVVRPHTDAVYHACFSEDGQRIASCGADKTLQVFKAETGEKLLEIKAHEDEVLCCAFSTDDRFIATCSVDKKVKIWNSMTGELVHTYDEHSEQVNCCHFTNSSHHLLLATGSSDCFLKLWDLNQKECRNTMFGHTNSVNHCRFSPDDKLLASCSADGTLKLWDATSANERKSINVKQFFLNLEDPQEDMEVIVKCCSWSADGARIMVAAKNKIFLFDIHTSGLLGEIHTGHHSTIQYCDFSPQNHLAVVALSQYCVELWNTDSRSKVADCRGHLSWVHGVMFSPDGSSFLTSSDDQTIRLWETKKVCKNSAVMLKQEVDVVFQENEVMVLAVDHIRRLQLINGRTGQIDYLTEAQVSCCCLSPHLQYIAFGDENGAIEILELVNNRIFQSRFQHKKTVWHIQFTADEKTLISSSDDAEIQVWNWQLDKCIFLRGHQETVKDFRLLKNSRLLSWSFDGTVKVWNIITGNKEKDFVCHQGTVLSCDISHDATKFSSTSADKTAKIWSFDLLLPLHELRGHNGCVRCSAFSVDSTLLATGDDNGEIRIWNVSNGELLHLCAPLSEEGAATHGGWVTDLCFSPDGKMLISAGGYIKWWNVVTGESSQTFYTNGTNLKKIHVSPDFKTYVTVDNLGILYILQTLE
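Assay system – apoptosome proteins · Medium – Hepes buffer, pH 7.5 · Also added – cytochrome c with DEVD-Rh110 · Timing – 30 min compound preincubation, 50 min activation, room temperature · Detection – Rh110 fluorescence, excitation 480 nm, emission 540 nm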
hIAP inh – human IAP inhibitors, primary screen, biochemical, luminescence, uHTS; Intestinal-type alkaline phosphatase (Homo sapiens), P09923; purified IAP, CDP-Star luminescence, 30 min; inhibition, % at 10 µM; 330,000 tested, 0.12% active;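 active = inhibition reaching a set limit with compound at 10 µM in the primary screen, cut at about 35% in these data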;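 note: plate controls were DMSO wells with enzyme for no effect and no-enzyme buffer wells for full effect; values of inactives mirror those of a sister screen read the other way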
TIM10 inh – growth inhibitors of isogenic TIM10 control yeast, primary screen, counter-screen for tim10-1 yeast inhibitor project, luminescence, uHTS | S. cerevisiae TIM10 strain growth, BacTiter-Glo luminescence, 24 h | inhibition, % at 10 µM | 330,000 tested, 1.4% active;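 active = inhibition of 40% or more at the single tested concentration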;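 note: wild-type TIM10 isogenic control strain grown at permissive 25 °C; 0% = DMSO yeast wells and 100% = minimal medium wells without yeast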
The depositor's hits bear a star; / = no result given.

SMILES	ATG4B inhibitor	tim10-1 inh	mIAP inh	hIAP act	mIAP activ	NALP3 yeast inh	Apaf1 inhib	hIAP inh	TIM10 inh
CC(C)=CCC/C(C)=C/CC/C(C)=C/CC/C(C)=C/CC1=C(C)C(=O)c2ccccc2C1=O	13	26	15	0.91	0.85	-2	26	9	16
CCc1ccc(-c2ccc(SCC(=O)NCC3CCCO3)nn2)cc1 (stereo not given)	-11	22	2	0.95	0.98	-9	-22	5	18
CCOc1c(Cl)cc(C2NC(=O)NC(C)=C2C(=O)NCc2ccccc2)cc1OC (stereo not given)	-4	8	7	0.87	0.93	2	-20	13	0
CCc1c(C)nc2ncnn2c1N1CCC(C(=O)Nc2ccc(C)cc2)CC1	-5	23	-2	0.86	1	9	-6	14	9
CN(/C(=N\S(=O)(=O)c1ccccc1)c1ccccc1)c1ccc(O)cc1	-1	7	10	1.1	0.9	-4	-20	-8	7
CCCOc1ccc(N2C(=O)CC(N3CCC(C(=O)OCC)CC3)C2=O)cc1 (stereo not given)	-6	39	-4	1.3	1	14	-10	-26	38
O=C1N/C(=C\c2ccsc2)C(=O)N1Cc1ccc(F)cc1	8	3	1	1	0.99	-3	-1	-2	3
CC(C)(C)OC(=O)NCCNC(=O)c1cccs1	11	4	0	1	0.99	-2	-14	-3	5
O=C(O)CSc1nc(C(F)(F)F)cc(=O)n1-c1ccccc1	-2	4	3	0.94	0.97	0	0	6	-7
O=C(CCN1C(=O)C2C3C=CC(C3)C2C1=O)N1CCN(c2cccc(Cl)c2)CC1 (stereo not given)	-6	18	0	0.87	1	15	-7	13	-1
CCOC(=O)C(C)NC(=O)C(NC(=O)C1CCC(CC)CC1)C(C)C (stereo not given)	-4	16	-1	1	1	0	0	-3	14
CN(C)C(=O)CSc1nnc(-c2cccnc2)n1-c1ccccc1	-5	6	-5	1	1	9	-10	0	4

Two compounds picked at random from those above:
SMILES	ATG4B inhibitor	tim10-1 inh	mIAP inh	hIAP act	mIAP activ	NALP3 yeast inh	Apaf1 inhib	hIAP inh	TIM10 inh
CCc1c(C)nc2ncnn2c1N1CCC(C(=O)Nc2ccc(C)cc2)CC1	-5	23	-2	0.86	1	9	-6	14	9
CN(/C(=N\S(=O)(=O)c1ccccc1)c1ccccc1)c1ccc(O)cc1	-1	7	10	1.1	0.9	-4	-20	-8	7

Additional compounds:
SMILES	ATG4B inhibitor	tim10-1 inh	mIAP inh	hIAP act	mIAP activ	NALP3 yeast inh	Apaf1 inhib	hIAP inh	TIM10 inh
CCOC(=O)c1cnc2c(-c3ccccc3)cnn2c1N	-20	-11	-6	1.1	1.1	14	6	-12	-30
COc1ccc(C2Nc3ccccc3NC3=C2C(=O)CC(C)(C)C3)c(OC)c1OC (stereo not given)	-7	16	-4	1.1	1	19	-6	-11	-1
Cc1cccc(-c2cc3c(N=O)c4ccccc4c-3n[nH]2)c1	-5	25	1	1.2	0.99	13	0	-15	15
CS(=O)(=O)NCCNc1ccc(Cl)cc1[N+](=O)[O-]	-9	-2	4	1	0.96	-2	-19	-2	7
O=C(NCC12CC3CC(C1)CC(CNC(=O)N1CCCC1)(C3)C2)N1CCCC1	7	1	9	0.89	0.91	3	-15	11	5
O=C(CCN1C(=O)C2C3CCC(C3)C2C1=O)Nc1ccc(Br)cc1 (stereo not given)	1	-19	-7	0.85	1.1	13	-12	15	-23
CCn1c(-c2cc(-c3ccc(OC(C)C)cc3)nc3ccccc23)n[nH]c1=S	26	39	0	0.96	1	54*	28	4	30
Cc1nnc(SCC(=O)N(C2CCCCC2)C2CCS(=O)(=O)C2)n1C (stereo not given)	-2	-25	-4	1.2	1	5	-2	-17	1
CN1C(=O)[C@@H]2[C@H](C1=O)[C@@H]1C(=O)Nc3ccccc3C(=O)N1[C@@H]2c1cccc(Br)c1	-4	2	-8	0.78	1.1	16	-1	22	6
NC(=O)/C(=C/c1ccco1)C(N)=S	-5	-2	40	1	0.6	21	15	-5	-5
COc1ccc(Br)cc1CNC(=O)Cn1nc(C)n2cccc2c1=O	14	-10	1	1.3	0.99	10	1	-28	12
Cc1cc(NS(=O)(=O)c2cc(Cl)sc2Cl)no1	-4	14	8	0.86	0.92	8	-2	14	-6

Part of the list above in order of formula weight, lowest first:
SMILES	ATG4B inhibitor	tim10-1 inh	mIAP inh	hIAP act	mIAP activ	NALP3 yeast inh	Apaf1 inhib	hIAP inh	TIM10 inh
CS(=O)(=O)NCCNc1ccc(Cl)cc1[N+](=O)[O-]	-9	-2	4	1	0.96	-2	-19	-2	7
Cc1nnc(SCC(=O)N(C2CCCCC2)C2CCS(=O)(=O)C2)n1C (stereo not given)	-2	-25	-4	1.2	1	5	-2	-17	1
CCn1c(-c2cc(-c3ccc(OC(C)C)cc3)nc3ccccc23)n[nH]c1=S	26	39	0	0.96	1	54*	28	4	30

New compounds follow
SMILES	ATG4B inhibitor	tim10-1 inh	mIAP inh	hIAP act	mIAP activ	NALP3 yeast inh	Apaf1 inhib	hIAP inh	TIM10 inh
COc1ccc(CN2CCN(C(=O)CCC(=O)c3ccc(C)s3)CC2)cc1OC	-7	6	13	0.88	0.87	2	-3	12	13
Cc1cc(C)cc(N2C(N)=NC(N)=NC2c2ccccc2F)c1 (stereo not given)	8	0	1	1.1	0.99	-9	-2	-5	4
CC(=O)Nc1cccc(/C(C)=N/NC(=O)c2cccs2)c1	6	8	-3	1.2	1	6	2	-18	-1
CCN(Cc1ccccc1)S(=O)(=O)c1ccc(C(=O)Nc2nnc(-c3ccccc3OC)o2)cc1	-1	33	33	1.2	0.67	6	17	-18	1
COC(=O)Cn1ccc2cc(S(=O)(=O)N3CCCCC3)ccc21	1	22	5	1.2	0.95	16	8	-17	8
COc1cc(C(=O)Nc2ccc3c(c2)CCCN3C(=O)c2ccco2)c([N+](=O)[O-])cc1OC	-7	3	2	0.98	0.98	-4	4	2	9
O=C1CC(=O)NC(SCC(=O)Nc2ccccc2[N+](=O)[O-])=N1	11	-2	26	0.96	0.74	16	-1	4	3
O=C(Nc1ccc2c(c1)OCO2)c1ccc(Cl)s1	16	-25	6	0.91	0.94	36	-7	9	-13
CCOc1cc(C(=O)CCC(=O)OCC(=O)Nc2ccc(C)c(S(=O)(=O)N(C)C)c2)ccc1O	-17	23	-6	1.1	1.1	8	2	-5	-15
CC(C)[C@H](NS(=O)(=O)c1ccc(Cl)cc1)C(=O)OCC(=O)NCCN1C(=O)CSC1=O	-3	-10	1	1.2	0.99	6	8	-23	-8
COc1ccc(Cn2cc3c(-c4ccc(F)cc4)nnc-3c3cc(OC)c(OC)cc32)cc1	0	7	4	0.89	0.96	3	34	11	8
CCOc1c(Cl)cc(CNC(C)(C)CC(C)(C)C)cc1OC	-12	10	8	0.98	0.92	10	-7	2	8
Cc1ccc(C(=O)Nc2ncc3c(n2)CC(c2ccco2)CC3=O)cc1 (stereo not given)	1	7	1	1.1	0.99	10	11	-5	-2
O=C(CCc1nnc2n(Cc3ccc(F)cc3)c(=O)c3ccccc3n12)N1CCN(c2ccccn2)CC1	5	35	4	0.97	0.96	16	12	3	19
O=C(CSCc1ccc(Cl)cc1)Nc1ccc(Br)cc1C(=O)O	4	9	1	0.94	0.99	0	0	6	7
COC(=O)C1=C(C)N(Cc2ccc(OC)cc2)C(=O)C1	12	20	-3	0.9	1	8	-11	10	-10
O=C(Nc1c2c(nc3c1CCC3)CCCC2)c1ccccn1	2	4	-21	1.4	1.2	-6	1	-40	-11
CC1=CC(C)C2(CO)COC(c3ccccc3O)C1C2C (stereo not given)	-17	27	-1	0.94	1	32	14	6	29
COc1ccccc1Cn1c(=S)[nH]c2cc(C(=O)NCC(OC)OC)ccc2c1=O	-3	-10	5	0.98	0.95	25	6	2	3
Cn1cc(C(=O)N/N=C/c2cccs2)c2ccccc21	-17	-15	11	1.1	0.89	28	3	-7	-11
COc1ccc(CC2S/C(=N/N=C/c3ccc(O)cc3)NC2=O)cc1 (stereo not given)	4	-27	-13	0.98	1.1	13	-9	2	-27
Fc1ccc(N=c2ssnc2Cl)c(F)c1	-1	19	10	1	0.9	25	-2	-2	20
CCn1nnc2cc(C(=O)N(CCOC)CC(=O)Nc3cccc(C)c3C)ccc21	-4	-14	-2	1	1	12	0	-5	-3
CC1(c2ccccc2)NC(=O)N(CC(=O)Nc2ccc(Cl)c(S(=O)(=O)N3CCCCC3)c2)C1=O (stereo not given)	-7	7	-14	1	1.1	21	24	-2	1
Cc1ccc(/C=C/C(=O)OCC(=O)NCCN2C(=O)CSC2=O)cc1	-10	10	7	0.99	0.93	7	-2	1	7
O=C1C=C(c2ccc(Cl)c(C(F)(F)F)c2)C[C@@H](c2ccc(F)cc2)C1	-1	0	9	0.92	0.91	-5	24	8	5
O=C(/C=C/c1cccs1)NNC(=O)c1cccc([N+](=O)[O-])c1	2	6	1	1.2	0.99	14	1	-15	3
Cc1nnsc1C(=O)N(Cc1ccccc1)C(C)C	2	10	-1	1	1	7	3	-2	16
CCOP(=O)(OCC)C(Nc1ccc(OC)cc1)c1ccco1 (stereo not given)	-7	1	0	1	1	12	-10	-2	15
COc1ccc(S(=O)(=O)N2CCC(C(=O)NCCN3CCOCC3)CC2)cc1OC	-4	-36	4	1.2	0.96	5	-5	-18	9
COc1ccc(C(=O)Nc2c(Cl)cc(Cl)cc2C(=O)NCc2ccco2)cc1	-5	11	2	0.94	0.98	9	1	6	-14
O=C(CC(C(=O)O)c1ccccc1)c1cccs1 (stereo not given)	4	-6	2	0.84	0.98	14	-20	16	-1
Cc1ccc2[nH]c3c(c2c1)CCC3=O	-5	5	-1	1.1	1	17	-5	-9	10
Cc1ccccc1OCCCSc1nc2ccccc2[nH]1	11	14	-16	0.93	1.2	29	-7	7	28
Cc1cccc(NC(=O)c2sc(NC(=O)COc3ccccc3)c(C#N)c2C)c1C	-7	8	-6	1.1	1.1	4	7	-7	-3
COc1ccc(OC)c(CNC(=O)c2ccc(C)c(NC(=O)C3=C(C)OCCS3)c2)c1	10	20	1	0.97	0.99	15	-7	3	-3
CCCC(=O)NC(C)c1nc2ccccc2n1C(C)C (stereo not given)	-8	0	1	0.98	0.99	-15	-4	2	3
O=C(Cc1ccccc1)Nc1nc(-c2cccc([N+](=O)[O-])c2)cs1	-5	2	-3	0.93	1	7	-21	8	18
Cc1cccc(C(=O)N[C@H](C(=O)OCC(=O)NC(=O)c2cccn2C)C(C)C)c1	4	23	4	1.1	0.96	18	4	-10	19
Cc1ccc(/C=N/N=C2/NC(=O)C(CC(=O)Nc3ccccc3)S2)o1 (stereo not given)	-1	13	10	0.98	0.9	5	-9	2	4
O=C1CC[C@@]23CCCN2C(=O)CCCC3C1 (stereo not given in full)	1	-4	-5	/	1.1	/	18	/	-10
CCOC(=O)N1CCN(C(=O)Cn2ncn3nc(-c4cccs4)cc3c2=O)CC1	7	12	-6	0.83	1.1	-7	-4	17	-7
CCOc1ccc(-c2c(C(=O)N/N=C/c3ccc(OC)cc3)nnn2-c2nonc2N)cc1	-2	-8	12	0.85	0.88	4	22	15	-16
CCCCc1nnc(SCc2ccc(OCC)cc2)n1N	-9	15	0	0.8	1	-8	2	20	7

Bioassay records: PubChem BioAssay, Sanford-Burnham Center for Chemical Genomics
